Screening results from PubChem BioAssay.
USP2a inh – USP2a (human) protease inhibition; USP2 core, Ub-CHOP2 coupled fluorogenic reporter, 485/531; 330,000 compounds, 0.01% hits; Potency, µM (titrated, usually from 38.3 µM), for inactives: top-dose activity change, negative = inhibition, usual class: inhibitors;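 note: potency is the fitted concentration of half-maximal effect; plate controls were DMSO wells for no effect and full inhibition by NEM control for full effect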
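Cell-free coupled assay: 10nM USP2 core preincubated 30min RT with compound in Tris-HCl pH 8.0/CaCl2/CHAPS buffer, then 25nM Ub-CHOP2 and 25nM reporter substrate; fluorescence (Ex 485/Em 531) read after 60min RT, normalized to NEM inhibition, concentration-response curves fitted.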
Coupling enz – counter-screen for Giardia aldolase inhibitors: coupling enzyme system | activity change, negative = inhibition, % at 58.2 µM, hits read low | 290,000 compounds, 0.67% hits | coupling enzyme system counterscreen, AmpLite Red fluorescence; in the data active = activity change below about -30%
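Compounds tested against the coupling enzymes alone at 57.5 uM final; readout was AmpLite Red fluorescence (525/598 nm) after 20 min at RT.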
KCNH2 3.1 block – KCNH2 3.1 (human) potassium channel inhibition. U2OS KCNH2 3.1, thallium flux FluxOr; stronger effect = lower value. 340,000 compounds, 0.95% hits. AID 720553. activity change, % (tested at about 1.8 µM);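 active = maximum activity change below -70%; inconclusive = maximum activity change from -70% to -50%; inactive = maximum activity change above -50%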;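 note: thallium influx rate constant from kinetic fluorescence after stimulation buffer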
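We transduce U2OS cells with the mutant 3.1 virus, culture them overnight, load FluxOr with Red40 quencher for 45 min, then add stimulation buffer and read kinetically for 2 min to derive a normalized rate constant.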
Chronic BCR inh – inhibitors of chronic active B-cell receptor signaling; 340,000 compounds, 0.05% hits; Potency, µM (series often up to 46.1 µM), for the others: at the highest dose ratio change, negative = lower green/red ratio, most hits filed as inhibitors; ABC-DLBCL IkBa-CBG/CBR reporter, luminescence ratio, 4 h; active = well fitted inhibition curve with a large enough effect in the signal ratio, with a control signal flat, not every such curve was filed as active; inconclusive = small, poorly fitted or top-dose-only effect, or effect the other way, or a change in a side signal; the % refers to the signal ratio;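 note: potency is the fitted concentration of half-maximal effect; plate controls were basal doxycycline-induced cells for no effect and cells given 10 µM MG132 for full effect; MG132 reads +100%, hits lower the ratio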
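Cell line TMD8 (human ABC DLBCL), stably expressing tet-inducible CBG68-IkBa fusion and CBR; IMDM/0.5% FBS; cpd up to 46 uM; dox induction, 4 h, 37C/5% CO2; dual luminescence; green/red ratio; MG132 control.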
Giardia killer – Giardia lamblia killing. 340,000 compounds, 0.15% hits. activity change, % at 7.66 µM, hits read low. Giardia lamblia trophozoite viability; in the data active = activity change below about -80%; inconclusive = between about -30% and that limit;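 note: parasites exposed to compound for two days anaerobically before the ATP read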
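Luminescence from cellular ATP indicates surviving trophozoites (100 cells/well) following 48 hrs anaerobic compound treatment at 37 deg C; signal develops 15-30 min at room temperature.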
Eya2 phos inh – blocks the phosphatase activity of human Eya2; Potency, µM (titrated, usually from 76.9 µM), for the others: top-dose activity, negative = inhibition, hits mostly inhibitors; 330,000 compounds, 0.006% hits; recombinant Eya2, OMFP fluorescence dephosphorylation (OMFP is methylfluorescein phosphate); AID 488837; O00167; note: potency is the fitted concentration of half-maximal effect
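Eya2 (0.2 uM) preincubated 10 min at ambient with compound, then OMFP substrate added at 50 uM; 10 min reaction in 50 mM HEPES pH 7.5, 50 mM NaCl, 5 uM MgCl2, 0.05% BSA, 1 mM DTT. Fluorescence read at Ex 485/Em 525 nm.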
GALK inh – galactokinase (human) inhibition | P51570 | Purified GALK, Kinase-Glo residual ATP luminescence | Potency, µM (highest dose often 57.5 µM), for inactives: top-dose activity change, negative = inhibition, hits mostly inhibitors | 270,000 compounds, 0.007% hits | AID 1868; note: potency is the fitted concentration of half-maximal effect
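Compounds were pin-transferred into ATP buffer (35 uM final), then GALK plus galactose (5 nM, 100 uM final) was added. After 1 h at room temperature, Kinase-Glo Plus was added and luminescence read after 10 min.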
KCNH2 WT inh – blocks the wildtype human KCNH2 potassium channel | Q12809 | U2OS, BacMam KCNH2, thallium flux FluxOr; stronger effect = lower value | activity change, % at 1.84 µM | 340,000 compounds, 0.37% hits;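 active = maximum activity change below -70%; inconclusive = maximum activity change between -70% and -50%; inactive = maximum activity change above -50%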
Target sequence (Q12809 whole entry, looked up): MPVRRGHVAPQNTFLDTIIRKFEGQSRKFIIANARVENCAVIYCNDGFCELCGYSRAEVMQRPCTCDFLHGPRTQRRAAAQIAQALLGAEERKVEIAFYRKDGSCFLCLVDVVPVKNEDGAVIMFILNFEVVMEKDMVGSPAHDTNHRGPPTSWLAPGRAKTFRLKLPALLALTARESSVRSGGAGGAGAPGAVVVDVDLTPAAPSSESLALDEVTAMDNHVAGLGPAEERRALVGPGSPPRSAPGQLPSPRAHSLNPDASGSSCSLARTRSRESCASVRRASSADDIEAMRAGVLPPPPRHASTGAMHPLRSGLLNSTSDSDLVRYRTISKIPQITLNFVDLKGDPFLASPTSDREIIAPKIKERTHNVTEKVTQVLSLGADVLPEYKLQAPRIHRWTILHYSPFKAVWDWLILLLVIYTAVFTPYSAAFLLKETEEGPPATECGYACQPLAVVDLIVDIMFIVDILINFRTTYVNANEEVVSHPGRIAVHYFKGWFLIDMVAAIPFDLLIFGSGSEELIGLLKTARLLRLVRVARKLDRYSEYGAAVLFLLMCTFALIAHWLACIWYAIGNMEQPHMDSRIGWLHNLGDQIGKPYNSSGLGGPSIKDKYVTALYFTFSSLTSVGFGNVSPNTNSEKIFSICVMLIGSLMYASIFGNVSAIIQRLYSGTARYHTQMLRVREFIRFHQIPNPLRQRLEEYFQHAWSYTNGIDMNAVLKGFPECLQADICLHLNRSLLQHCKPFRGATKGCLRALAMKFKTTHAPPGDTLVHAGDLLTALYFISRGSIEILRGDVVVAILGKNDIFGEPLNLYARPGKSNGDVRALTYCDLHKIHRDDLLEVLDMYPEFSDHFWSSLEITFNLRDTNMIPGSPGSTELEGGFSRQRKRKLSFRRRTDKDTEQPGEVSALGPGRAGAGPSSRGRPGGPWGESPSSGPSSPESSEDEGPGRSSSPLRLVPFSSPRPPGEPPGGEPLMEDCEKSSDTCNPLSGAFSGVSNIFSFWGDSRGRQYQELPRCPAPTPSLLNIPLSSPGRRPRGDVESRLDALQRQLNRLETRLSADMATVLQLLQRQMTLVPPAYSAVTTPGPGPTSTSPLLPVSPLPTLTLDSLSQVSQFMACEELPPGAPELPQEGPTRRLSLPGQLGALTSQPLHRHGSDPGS
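U2OS cells were transduced with wild-type KCNH2 virus (2.03 x 10^8 / mL) for 4 h at room temperature, then cultured overnight at 37 C. Thallium flux was read with FluxOr dye. Rate constants were normalized to DMSO controls.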
PKM2 activator – PKM2 (human) enzyme activation; AID 1631; purified PKM2, Kinase-Glo ATP luminescence, activation; response scale: 0% is enzyme alone, no compound; Potency, µM (top dose mostly 57.5 µM), without a hit: at the top dose activation, most hits filed as activators; 260,000 compounds, 0.34% hits; note: potency is the fitted concentration of half-maximal effect; nearly all actives have a fitted effect of over 55% in size
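Purified hPK-M2 (>95% pure) converted ADP (0.1 mM final) to ATP with 0.5 mM PEP in 50 mM imidazole pH7.2, KCl, MgCl2, Tween 20, BSA; 1 h at room temperature. ATP detected by Kinase-Glo luminescence.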
uPA surface inh – blocks generation of uPA at the cell surface; cell surface uPA generation assay, qHTS; AID 540303; 330,000 compounds, 0.31% hits; Potency, µM (series often up to 38.3 µM), for inactives: top-dose activity change, negative = inhibition, most hits filed as inhibitors; active = well fitted inhibition curve with a large enough effect; inconclusive = small, poorly fitted or top-dose-only effect; inactive = no such curve, though single readings can be large or run the other way; tested in mouse RAW 264.7 cells; note: potency is the fitted concentration of half-maximal effect; nearly all actives have a fitted effect of over 55% in size
B2AR arrestin – recruits beta-arrestin to the human beta2-adrenergic receptor | beta-arrestin recruitment to beta2AR, cell-based reporter | Potency, µM (titrated, usually from 46.1 µM), without a hit: at the top dose activation, actives largely listed as activators | 330,000 compounds, 0.02% hits | AID 492947;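 note: potency is the fitted concentration of half-maximal effect; 0% = DMSO controls and full agonism = EC100 isoproterenol or metaproterenol; nearly all actives have a fitted effect of over 65% in size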
An asterisk follows results filed as active; ? = inconclusive; . = no result given; [ ] = dose if it differs, or a comment. Unless noted, calls come from the whole dose curve; as a rule, active = well fitted curve in the direction sought with a large enough effect; inconclusive = small, poorly fitted or top-dose-only effect, or another doubt; inactive = no such curve, though single readings can be large; an effect the other way counts as inactive or inconclusive. Unless noted, % is set by controls: 0 for no effect and ±100 for the full control effect.

SMILES | USP2a inh | Coupling enz | KCNH2 3.1 block | Chronic BCR inh | Giardia killer | Eya2 phos inh | GALK inh | KCNH2 WT inh | PKM2 activator | uPA surface inh | B2AR arrestin
COc1ccccc1N1CCN(C(=O)c2cc3cc(Cl)ccc3[nH]2)CC1 | 3% | 1 | -7 | -1% | -11 | 1% | -7% | 3 | 0% | 20% | 0.2%
O=C(CNCCN1CCOCC1)Nc1ccccc1Sc1ccccc1 | 2% | -2 | . | 4% | -1 | 1% | 0% | 15 | -6% | 1% | -1.2%
OC1CCCN(Cc2ccccc2)C1 (stereo not given) | -2% | 1 | 20 | 4% | 0 | -3% | 1% | -1 | -3% | -5% | -0.6%
Cc1[nH]c(=O)[nH]c(=O)c1CSCC(=O)OCC(=O)c1ccc(Br)cc1 | 2% | 2 | 5 | -13% | -3 | -11% | -1% | -14 | -1% | -2% | -0.3%
CC1CCCCC1NC(=O)C1CCN(C(=O)NC2CCCCC2)CC1 (stereo not given) | -1% | 5 | -5 | 0% | -17 | 3% | 2% | -8 | -8% | -2% | 0.3%
CSc1nc2ccccc2c(=O)n1N | 2% | 3 | 2 | 1% | -11 | -17% | 0% | -4 | 0% | 9% | -0.1%
Cc1cc(=O)oc2c(C)c(OCC(=O)NCCN3CCOCC3)ccc12 | 1% | . | 11 | -1% | 3 | 15% | 6% | -26 | . | -1% | -0.5%
NC1=NN=C(N2N=C(c3ccco3)CC2(O)C(F)(F)F)n2ncnc2C1 (stereo not given) | -2% | -6 | 7 | -2% | -6 | 4% | 0% | 2 | -4% | 2% | 0.0%
COc1ccc(OC)c(NC(=O)c2cc(-c3c(C)cc(C)cc3O)n[nH]2)c1 | 0% | 3 | -11 | -15% | -1 | 13% | . | -18 | . | -8% | -1.0%
Cc1onc(C(=O)N2CCC(C(N)=O)CC2)c1-c1ccccc1Cl | -3% | -2 | -1 | -1% | 3 | 13%[15.4 µM] | 0% | -7 | 1% | 0% | -0.1%
COCCCN1CN(S(=O)(=O)c2ccc(C)cc2C)c2nc3ccccc3nc21 | -5% | -3 | -3 | 1% | -17 | -4% | 6% | 2 | 0%[0.46 µM] | 9% | -0.2%
NC(=S)Nc1cccc2cn[nH]c12 | 0% | -12 | 6 | 2% | 9 | -3% | 5% | 9 | -20% | 3% | 0.2%
COc1cccc(C(=O)Nc2ccc3[nH]ncc3c2)c1 | -2% | -7 | 8 | ? | ? | 9% | 1% | -3 | -6% | -12% | 0.1%
O=C(CN1CCN(S(=O)(=O)N2CCOCC2)CC1)Nc1cc(Cl)ccc1Cl | 6% | -3 | 6 | ? | 3 | -13% | 2% | 3 | . | 1% | -0.3%
Cc1cc(N2CCN(C)CC2)ccc1NC(=O)c1ccc(-c2ccc(Cl)cc2)o1 | 0% | . | -43 | 6% | 67[activator] | -5% | . | 7 | . | -1% | -0.8%
COCCCNC(=S)NC1CCCCC1 | 0% | 4 | 7 | -3% | -6 | 4% | 2% | 3 | -7% | -1% | 0.2%
O=C(CNC(=O)c1ccc(S(=O)(=O)N2CCCC2)cc1)N/N=C/c1ccc(Cl)cc1Cl | -2% | -1 | 2 | -2% | -7 | -6% | -2% | -4 | 0% | -8% | 0.0%
CC(=O)c1cccc(CN2CCN(CCc3ccccc3)C(CCO)C2)c1 (stereo not given) | -4% | 2 | -1 | ? | -4 | 2% | 1% | 8 | 2% | 0% | 0.2%
O=C1CNC(=O)N1CC(=O)N1CCCc2ccccc21 | 6% | -1 | 22 | -4% | 1 | -3% | -2% | 0 | 1% | 0% | -0.1%
CN(C)CCSc1nc(-c2ccccc2)nc2c1COC(C)(C)C2 | 1% | 2 | -6 | -25% | 8 | 1% | -2% | 11 | 0% | . | -0.3%
COc1ccc(C(C(=O)NCC2CCCO2)N(C(=O)CNC(=O)c2cccs2)c2ccc(C(C)=O)cc2)cc1OC (stereo not given) | 0% | -1 | 10 | ? | 10 | -7% | -1% | 9 | 3% | -1% | -0.9%
CCC(C)C1=CC(=Nc2c(C)n(C)n(-c3ccccc3)c2=O)C=C(C(C)CC)C1=O (stereo not given) | 3% | -27 | -4 | -4% | 11 | -3% | 2% | 24 | 4% | -1% | 0.2%
Cc1ccnc(NS(=O)(=O)c2ccc(NC(=O)C3C4C=CC(C4)C3C(=O)O)cc2)n1 (stereo not given) | -7% | 6 | -4 | 8% | 11 | 1% | 1% | 9 | 3% | 12% | -0.1%
c1ccc(-c2csc3ncnc(NCCCN4CCOCC4)c23)cc1 | 1% | 3 | 24 | 1% | -5 | 7% | 1% | 10 | 14% | -6% | 0.1%
Cc1cc(C)nc(SCC(=O)N/N=C\c2sccc2C)n1 | 1% | -5 | -9 | 1% | -2 | 0% | -2% | -9 | 5% | . | -0.2%

Additional compounds follow.
SMILES | USP2a inh | Coupling enz | KCNH2 3.1 block | Chronic BCR inh | Giardia killer | Eya2 phos inh | GALK inh | KCNH2 WT inh | PKM2 activator | uPA surface inh | B2AR arrestin
Fc1cccc(-n2ncc(-c3nnnn3-c3ccccc3)c2C(F)(F)F)c1 | 0% | -3 | 25 | -5% | -6 | -7% | -1% | 2 | -3% | 1% | -0.3%
CC(/C=C/c1ccccc1)=N\NC(=O)c1ccncc1 | 3% | 0 | 2 | 0% | -11 | -8% | 3% | -7 | -4% | -3% | -0.6%
Cc1cc(C)cc(Oc2ccc(-c3nnc(-c4ccccc4)o3)cc2[N+](=O)[O-])c1 | 4% | 1 | -3 | 11% | -7 | -8% | -1% | 0 | 2% | -6% | -0.9%
CCOc1ccc(NC(=O)c2ccc(NC(=O)c3ccccc3Br)cc2)cc1 | 2% | . | -8 | -17% | 2 | -2% | . | 2 | . | 4% | -1.0%
CCCCN(C)S(=O)(=O)c1cc(Br)cc2c1N(C(=O)C1CC1)CC2 | 5% | 0 | -4 | 0% | 4 | -14% | 0% | 7 | 21% | -3% | -0.1%
CN(C)CCNC(=O)CNC(=S)N(CCCN1CCOCC1)Cc1cccs1 | 0% | 3 | -19 | -15% | -3 | 3% | -2% | -10 | -3% | -2% | -0.3%
CC1=C(C)CC(C(=O)c2ccc(C)cc2)C(C(=O)O)C1 (stereo not given) | 4% | 4 | 9 | ? | -21 | -3% | 4% | -13 | 3% | 2% | 0.5%
CC(=O)N1CCC(N(CCN2CCOCC2)C(=S)Nc2ccc(C)c(C)c2)CC1 | 6% | 1 | -17 | ? | -4 | -7% | 1% | -5 | 7% | -1% | -1.1%
CC1=C(C(=O)Nc2ccccn2)C(c2ccc(N(C)C)cc2)n2ncnc2N1 (stereo not given) | -2% | -2 | 2 | ? | -1 | 0% | 1% | -4 | 1% | 8% | 0.3%
Cc1ccc(C(=O)c2c(NC(=O)c3ccccc3C)sc(C)c2C)cc1 | -1% | -1 | 9 | 6% | 30[activator] | -11% | -2% | -4 | 4% | 2% | 0.2%
CCc1noc(C)c1C(=O)NNC(=O)COc1cc(C)ccc1C | 0% | . | 8 | ? | -23 | 0% | . | -2 | . | 19% | 7.3%
COc1ccc(-c2cc(C(=O)N(C)Cc3ccccc3)c3ccccc3n2)cc1 | 3% | 1 | 0 | 1% | -13 | 6% | 0% | 2 | -8% | 3% | 0.2%
O=C(CCc1ccccc1)Nc1cccnc1 | -1% | 3 | 2 | -4% | 4 | 9% | 1% | 5 | . | 2% | -1.0%
CC(C)C(=O)Nc1nnc(SCC(=O)NC2CC2)s1 | 0% | 1 | -2 | -1% | -5 | 5% | 2% | 1 | -1% | 5% | 0.0%
CCOC(=O)c1c(C)[nH]c(C)c1C(=O)COC(=O)Cc1ccc(OC)c(OC)c1 | 2% | . | 7 | -1% | -6 | -2% | . | -8 | . | -4% | 0.0%
Cc1cccc(NS(=O)(=O)c2cccc(C(=O)NCCCN3CCCC3=O)c2)c1 | 2% | . | -3 | 0% | -6 | -3% | . | 15 | . | 1% | 0.0%
CCOC(=O)/C(C#N)=C(\O)c1ccc(NC(=O)c2ccc([N+](=O)[O-])cc2)cc1 | 0% | 10 | -15 | ? | 18 | -3% | -5% | 0 | -6% | 2% | 2.4%
CCOc1ccc(-n2c(N)c(-c3nc4ccccc4n3C)c3nc4ccccc4nc32)cc1 | 2% | 1 | ? | ? | 10 | 2% | 2% | -2 | 2% | 4% | -0.3%
Cc1ccc(S(C)(=O)=O)cc1C(=O)Nc1ccc(S(=O)(=O)Nc2nccs2)cc1 | 2% | . | 11 | -1% | -3 | 2% | . | -9 | . | -7% | -0.8%
Cc1ccc(Nc2nnc(SCc3cc(=O)n4cc(C)ccc4n3)s2)cc1 | -1% | -5 | -49 | 2% | 35[activator] | 3% | 1% | 12 | 5% | -1% | -0.6%
CN(CC(=O)Nc1cccc(F)c1)C(=O)c1ccc(OCc2cn3ccccc3n2)cc1 | 5% | . | ? | -4% | 5 | 7% | . | -31 | . | 12% | -0.2%

No enrichment for hits, and some 2.4% of all compounds hit somewhere here.
